MC4R antagonist – antagonists of human melanocortin 4 receptor (MC4R) | MC4R-expressing cells, MTII-stimulated cAMP, LANCE TR-FRET | P32245 | inhibition, % at 6.5 µM | actives 0.48% (n = 360,000);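 active = inhibition above its plate's cutoff, the mean of tested wells on that plate plus 3 SD, cut at about 29% in these data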;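 note: 0% = Melanotan II alone and 100% = Melanotan II plus saturating MCL0020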
Target sequence (P32245 whole entry, looked up): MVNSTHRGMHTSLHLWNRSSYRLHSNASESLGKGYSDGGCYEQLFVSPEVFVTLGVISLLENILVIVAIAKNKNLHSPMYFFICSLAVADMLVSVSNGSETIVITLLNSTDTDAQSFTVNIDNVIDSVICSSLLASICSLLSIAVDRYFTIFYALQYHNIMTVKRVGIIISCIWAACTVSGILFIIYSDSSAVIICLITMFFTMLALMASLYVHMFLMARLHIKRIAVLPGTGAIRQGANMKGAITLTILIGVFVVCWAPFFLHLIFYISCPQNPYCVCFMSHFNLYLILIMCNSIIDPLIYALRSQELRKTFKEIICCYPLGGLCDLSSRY
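system = U2OS cells with stable human MC4R expression | also added = Melanotan II challenge after compound preincubation | dosing = one concentration, 6.5 µM nominal | incubation = compound 30 min, challenge 1 h, detection 1 h | measured by = TR-FRET with Eu-cAMP and labeled anti-cAMP, 671 nm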
NOD2-RIPK2 inh – inhibitors of human NOD2-RIPK2 interaction; O43353; inhibition, % at 4.98 µM; CHO BLA complementation NOD2-RIPK2, CCF4 ratio; AID 624267; actives 0.38% (n = 360,000); in the data active = inhibition above about 21%;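 note: 0% = vehicle only and 100% = reference blocker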
Target sequence (O43353 whole entry, looked up): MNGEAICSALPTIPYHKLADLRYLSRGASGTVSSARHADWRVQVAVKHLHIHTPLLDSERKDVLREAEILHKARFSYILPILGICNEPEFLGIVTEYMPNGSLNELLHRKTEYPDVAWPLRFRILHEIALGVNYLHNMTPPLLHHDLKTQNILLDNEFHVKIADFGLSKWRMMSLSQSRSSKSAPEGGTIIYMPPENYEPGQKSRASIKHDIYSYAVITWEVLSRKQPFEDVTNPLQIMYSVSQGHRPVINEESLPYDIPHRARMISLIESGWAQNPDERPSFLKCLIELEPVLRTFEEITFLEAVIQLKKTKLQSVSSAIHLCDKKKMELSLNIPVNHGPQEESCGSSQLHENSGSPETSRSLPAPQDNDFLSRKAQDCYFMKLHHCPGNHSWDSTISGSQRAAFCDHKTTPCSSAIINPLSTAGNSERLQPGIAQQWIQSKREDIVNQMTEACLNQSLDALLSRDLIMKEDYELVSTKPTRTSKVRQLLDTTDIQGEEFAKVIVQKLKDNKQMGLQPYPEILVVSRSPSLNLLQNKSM
Vif inh – HIV Vif inhibition. HEK293T cells, Vif self-association by quenched fluorescence, imaging, 24 h. inhibition, % at 7.49 µM. actives 0.35% (n = 340,000); in the data active = inhibition above about 50%, passing the limit was not always enough; note: some results filed as inactive read as strong as hits
ABCB6 inh MLPCN – human ABCB6 transporter inhibition; Q9NP58; K562-ABCB6 porphyrin accumulation, flow cytometry, 1 h; stronger effect = lower value; fluorescence ratio to DMSO, % at 10 µM; actives 0.19% (n = 360,000);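 active = fluorescence ratio to DMSO below 75%, the collection mean minus 3 SD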;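 note: signal is porphyrin accumulated inside mitochondria; 100% equals median channel fluorescence of DMSO control wells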
MC4R ag barr – agonists of human melanocortin 4 receptor (MC4R) beta-arrestin; actives 0.98% (n = 360,000); activation, % at 8.9 µM; U2OS MC4R beta-arrestin complementation, luminescence; percent of melanotan II response, DMSO zero;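 active = activation above a per-plate cutoff, the mean activation of sample wells on that plate plus 3 SD, cut at about 8% in these data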
Exocytosis inh – lytic granule exocytosis inhibition. inhibition, % at 10 µM. TALL-104 LAMP-1 surface exposure, flow cytometry; cells stimulated with thapsigargin and PMA. actives 0.66% (n = 360,000);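 active = inhibition above about 55%, limit read from the data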
aDG glyco up – alpha-DG glycosylation activation; Pro5-aDG cells, alpha-DG glycosylation AlphaScreen (IIH6); 0% Pro5, 100% B10-LARGE cell signal; activation, % at 10 µM; actives 0.22% (n = 360,000); AID 624168;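 active = activation of at least 8% versus controls, or a plate z-score of at least 8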;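 note: Pro5 are CHO cells carrying HIG-tagged alpha-DG that lacks glycosylation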
ABHD5 PLIN5 PPI – ABHD5-PLIN5 protein interaction inhibition; Split G. princeps luciferase complementation, luminescence, 4 h; inhibition, % at 4 µM; actives 0.78% (n = 360,000); AID 602281;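 active = inhibition above the mean inhibition across every tested compound plus 3 SD, cut at about 22% in these data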;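 note: 0% = DMSO only wells and the 100% control is not disclosed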
N-glyco inh – N-linked glycosylation inhibition; reporter increase, % at 12.5 µM; AID 588692; D54 ERlucT glycosylation luciferase reporter, 24 h; percent of 100 nM tunicamycin response; actives 0.23% (n = 360,000);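 active = mean luciferase reporter signal, scaled so untreated is 0 and the glycosylation-blocking control 100, at or above a set limit in every replicate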;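 note: luciferase carries N-glycosylation sites so blocking glycosylation raises the light; 0% = median of neutral control wells and 100% = median of 100 nM tunicamycin wells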
TLR9-MyD88 inh – TLR9-MyD88 interaction inhibition; Q9NR96+Q99836; CHO BLA complementation TLR9-MyD88, CCF4 FRET ratio; inhibition, % at 4.98 µM; actives 0.21% (n = 340,000);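 active = inhibition above the mean over all tested compounds plus 3 SD, cut at about 21% in these data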;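 note: 0% = DMSO only wells and 100% = clavulanate BLA inhibitor control wells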
* hit, by the source's call; . = no result given; & = joins results of further samples; ! = a repeat was not active. This is a subset (hit frequency here may not be typical).

Vif inh	ABCB6 inh MLPCN	MC4R ag barr	Exocytosis inh	aDG glyco up	NOD2-RIPK2 inh	TLR9-MyD88 inh	ABHD5 PLIN5 PPI	N-glyco inh	MC4R antagonist	compound
0	98	-0.2	-6	-0.1	-18	-7	3	-1	5	Cc1cccc(C)c1NC(=O)C1CC2CCC1C2 (configuration not stated)
12	94	0.8	-1	0.0	1	0	10	9	-4	COC(=O)c1ccc2nc(C)cc(Nc3ccc(N(C)C)cc3)c2c1
-3	92	0.4	-2	-0.3	-10	.	6	-7	3	Cc1cccc(CNC(=O)c2sc(=O)n(Cc3ccc(S(C)(=O)=O)cc3)c2C)c1
-2	98	-0.5	0	-0.1	5	0	-5	-2	11	COc1cc(O)c2c(c1)OC(C)(C)CC2=O
23	101	1.9	2	0.5	4	6	6	2	10	CC1(C)Oc2ccc(C(=O)N3CCOCC3)cc2N(CC(=O)N2CCOCC2)C1=O
.	93	-1.2	12	0.0	1	2	-6	-2	6	CCn1nnc(-c2ccccc2NS(=O)(=O)c2ccc(S(=O)(=O)N3CCCCCC3)cc2)n1
-2	89	2.3	3	0.2	0	-7	4	-3	-4	Cc1ccccc1-c1nc(CN2CCC(C(=O)NCc3cccs3)CC2)c(C)o1
-6	106	-2.0	0	0.2	-14	-10	0	2	6	O=C(C1Cc2ccccc2CN1S(=O)(=O)c1ccccc1[N+](=O)[O-])N1CCOCC1 (configuration not stated)
3	94	-1.1	-3	0.3	-1	-13	-4	0	-4	O=C(/C=C/c1ccc([N+](=O)[O-])cc1)OCC(=O)N1CCCC1
-4	100	-0.6	-2	-0.4	-13	3	1	6	12	O=C(Nc1nc2c(c(=O)[nH]1)CCCC2)C1CC1
10	100	-1.1	-2	0.1	1	-4	4	2	-6	O=C1NCCCC1C(=O)N/N=C/c1ccccc1O (configuration not stated)
.	98	-4.5	-4	0.5	1	-3	-6	2	4	COc1ccc(C(=O)NC(=S)NNC(=O)CCc2ccccc2)cc1
50*!	106&99	2.8&1.9	5&5	-0.5&-0.1	13&-1	0&-4	-14&-25	1&4	-6&10	CC1=C(/C=C/C(C)=C/C=C/C(C)=C/C(=O)Nc2ccc(O)cc2)C(C)(C)CCC1
-16	103	1.8	2	0.4	-6	5	2	-2	3	CCOc1ccc(S(=O)(=O)NC2CCCCCC2)cc1
-6	101	-1.3	-3	0.2	-6	-6	-6	-4	-3	O=C(c1ccc2c(c1)N(Cc1ccccc1F)C(=O)c1ccccc1S2(=O)=O)N1CCCC1
3	90	-2.7	15	0.0	-3	-7	-7	2	5	COc1ccc(-n2nc(C(=O)NCC(=O)NC3CCCCC3)c3ccccc3c2=O)cc1
3	95	0.4	8	-0.1	0	0	11	-9	-4	Cc1ccc2nc(-c3ccc(NC(=O)CSCC(=O)O)cc3)sc2c1
5	86	0.1	-4	-0.1	-15	-13	-3	4	4	N#Cc1nc(-c2ccc(F)cc2)oc1N1CCC(C(N)=O)CC1
29	91	0.1	-2	0.1	-2	8	1	0	4	CC12CN3CC(C)(CN(C1)C3c1ccc(Br)cc1)C2=O (configuration not stated)
28	97	-1.7	-1	-0.1	-3	-6	5	1	2	COc1ccc(-n2nc3c(c2NC(=O)C2CC2)CS(=O)(=O)C3)cc1
5	98	-2.3	-10	-0.1	8	-5	-3	0	10	CC(NC(=O)[C@H](C)NC(=O)c1ccco1)c1ccc(S(N)(=O)=O)cc1 (some centres not stated)
-5	101	.	7	0.0	2	.	3	-7	.	Cc1cc2oc(=O)cc(CN(Cc3ccccc3)Cc3ccccc3)c2cc1Cl
-7	101	-1.5	-1	-0.3	4	-1	-2	-1	19	Cc1cccc(Sc2nc(-c3ccccc3)ncc2C(=O)O)c1
-2	99	-1.1	24	-0.1	-6	2	1	-7	-1	COc1cccc(OC)c1C(=O)Nc1ccccc1N1CCCCC1
-8	104	-0.8	25	-0.1	-4	-2	-2	-1	15	O=C(COc1ccc(Cl)cc1)NNC(=S)NCc1ccccc1
-11	95	0.2	1	-0.1	0	3	3	-1	-7	Cc1ccc(C(=O)n2nc(-c3ccccc3)nc2NCc2ccco2)cc1
1	98	-0.8	-1	-0.1	-9	-4	2	3	3	CCOC(=O)N1CCC(N2C(=O)c3ccc(C(=O)Nc4ccc(OC)cc4)cc3C2=O)CC1
-3	92	-1.9	0	-0.3	11	-9	-6	5	9	O=C(COc1ccccc1F)NNC(=O)c1cc(Br)ccc1Cl
66*	101	-1.2	3	-0.3	13	-5	2	29*	-33	COc1ccc(C2=Nn3c(nnc3-c3ccc(OC)cc3)SC2)cc1
6	94	0.9	5	-0.1	-6	-5	-1	-2	10	CC(=O)NC(Cc1ccccc1)C(=O)NC1CCN(C(=O)NCc2ccccc2)CC1 (configuration not stated)
-22	97	2.0	0	1.1	-5	-5	-6	-2	8	Cc1nc2ccc(C(=O)Nc3cccc([N+](=O)[O-])c3)cc2s1
-6	92	0.9	4	0.0	6	2	3	2	4	COc1ccc(CCNC(=O)CN2C(=O)c3ccccc3C2=O)cc1
.	94	-0.3	-4	-0.1	-15	-3	-2	2	1	C/C(NCCCn1ccnc1)=C(\C#N)C(N)=O
-2	103	-0.5	5	-0.1	-9	-15	-12	0	16	CCCn1nnnc1NCc1ccccc1C
-5	96	-1.2	0	0.1	8	-7	-7	-1	2	Cc1ccc(CN2CCCN(C)CC2)c(C)c1
10	103	0.1	9	0.0	-5	4	0	1	8	CC(C)(CN=C1NS(=O)(=O)c2ccccc21)CNC(=O)CN1C(=O)c2ccccc2C1=O
-8	96	-2.5	4	0.2	-3	-9	-2	-10	2	CC(C)(C)c1ccc(OCC(O)CSc2ncn[nH]2)cc1 (configuration not stated)
-13	91	-0.9	5	-0.2	8	-5	1	-2	5	CCOC(=O)c1ccc(N2C(=O)c3n[nH]c(C)c3C2c2ccc(OC)c(OC)c2)cc1 (configuration not stated)
8	97	-2.2	-10	0.1	-1	3	4	1	7	O=C(Oc1ccc(Br)cc1)c1cccnc1
-4	117	-0.4	4	0.1	-5	-1	-1	-3	1	C[C@H]1[C@H](C)CC[C@]2(C(=O)O)CC[C@]3(C)C(=CC[C@@H]4[C@@]5(C)CC[C@H](O)C(C)(C)[C@@H]5CC[C@]43C)[C@H]12
.	192	-0.8	-14	-0.3	2	6	1	1	11	CCN(CC)S(=O)(=O)c1ccc(N=N/C(C(C)=O)=C(/C)O)cc1
-15	98	6.4	-1	0.5	-4	.	-9	-1	5	CCOc1ccc(-c2cc(C(=O)Nc3ccc(F)cc3)[nH]n2)c(C)c1
13	103	0.5	0	0.1	-6	6	-11	0	15	CC1CCCCN1CCNC(=O)c1cnn2ccccc12 (configuration not stated)
-3	98	-0.9	-3	0.1	-3	1	5	2	2	COC(=O)N1[C@H](Cc2ccccc2)C=C[C@]1(C)C(=O)O
.	95	-0.3	1	-0.3	0	-3	3	0	2	CN(CC(=O)NCc1cccs1)S(=O)(=O)c1cccc2nsnc12
6	103	6.2	-1	0.0	-3	-1	12	2	2	Fc1ccc(-c2nnc(-c3ccc(Cl)cc3)o2)cc1
-7	105	-1.7	0	0.2	-2	-7	-2	-3	2	COc1ccc(C(C(=O)NC(C)(C)C)N(C(=O)CCC(=O)Nc2cc(C)on2)c2cccc(F)c2)cc1 (configuration not stated)
3	100	-2.2	-11	-0.1	6	.	18	15	2	Cc1cc(Sc2nnc(/N=C/N(C)C)s2)c2ccccc2n1
10	105	-0.8	-12	0.0	7	0	0	1	6	Cc1ccc([N+](=O)[O-])cc1NC(=O)Nc1onc(C)c1C
-4	97	5.2	-4	5.8*	-10	-11	14	1	17	CC(C)(C)OC(=O)NCCCCCc1cn([C@@H](CO)C(=O)NCCCCCCCCCCC(=O)N2CCN(C(=O)OC(C)(C)C)CC2)nn1

An excerpt from above in order of count of non-hydrogen atoms, high to low.
Vif inh	ABCB6 inh MLPCN	MC4R ag barr	Exocytosis inh	aDG glyco up	NOD2-RIPK2 inh	TLR9-MyD88 inh	ABHD5 PLIN5 PPI	N-glyco inh	MC4R antagonist	compound
-4	97	5.2	-4	5.8*	-10	-11	14	1	17	CC(C)(C)OC(=O)NCCCCCc1cn([C@@H](CO)C(=O)NCCCCCCCCCCC(=O)N2CCN(C(=O)OC(C)(C)C)CC2)nn1
-15	98	6.4	-1	0.5	-4	.	-9	-1	5	CCOc1ccc(-c2cc(C(=O)Nc3ccc(F)cc3)[nH]n2)c(C)c1
.	95	-0.3	1	-0.3	0	-3	3	0	2	CN(CC(=O)NCc1cccs1)S(=O)(=O)c1cccc2nsnc12
.	192	-0.8	-14	-0.3	2	6	1	1	11	CCN(CC)S(=O)(=O)c1ccc(N=N/C(C(C)=O)=C(/C)O)cc1
3	100	-2.2	-11	-0.1	6	.	18	15	2	Cc1cc(Sc2nnc(/N=C/N(C)C)s2)c2ccccc2n1
10	105	-0.8	-12	0.0	7	0	0	1	6	Cc1ccc([N+](=O)[O-])cc1NC(=O)Nc1onc(C)c1C
-3	98	-0.9	-3	0.1	-3	1	5	2	2	COC(=O)N1[C@H](Cc2ccccc2)C=C[C@]1(C)C(=O)O
6	103	6.2	-1	0.0	-3	-1	12	2	2	Fc1ccc(-c2nnc(-c3ccc(Cl)cc3)o2)cc1

Record cards, as listed above:
COc1ccc(C(C(=O)NC(C)(C)C)N(C(=O)CCC(=O)Nc2cc(C)on2)c2cccc(F)c2)cc1 (configuration not stated) as listed: Vif inh = -7; ABCB6 inh MLPCN = 105; MC4R ag barr = -1.7; Exocytosis inh = 0; aDG glyco up = 0.2; NOD2-RIPK2 inh = -2; TLR9-MyD88 inh = -7; ABHD5 PLIN5 PPI = -2; N-glyco inh = -3; MC4R antagonist = 2
Cc1cc(Sc2nnc(/N=C/N(C)C)s2)c2ccccc2n1 as listed: Vif inh = 3; ABCB6 inh MLPCN = 100; MC4R ag barr = -2.2; Exocytosis inh = -11; aDG glyco up = -0.1; NOD2-RIPK2 inh = 6; TLR9-MyD88 inh = .; ABHD5 PLIN5 PPI = 18; N-glyco inh = 15; MC4R antagonist = 2

Compound activity: PubChem BioAssay, several laboratories
